Bioassay records deposited in PubChem BioAssay by several laboratories.
sEH inhibitor = soluble epoxide hydrolase inhibitors, primary screen, biochemical, human sEH; recombinant human sEH enzymatic activity assay; inhibition, % at 2 µM; actives 0.34% (n = 91,000); in the data active means inhibition above about 80%; further: values of inactives mirror those of a sister screen read the other way; many of its hits are not listed in these tables
ERa coact pot = enhancers of ERα–SRC-1 coactivator binding, primary screen, biochemical, TR-FRET, ERα LBD, low estradiol | Estrogen receptor (Homo sapiens), P03372 | TR-FRET ERalpha-LBD/SRC-Cy5 coactivator binding, 2 h; 100 = basal binding, no effect | coactivator binding (% of control), % at 25.6 µM | actives 1.3% (n = 86,000); in the data active means activity above about 200%;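 further: binding measured in presence of low estradiol as agonist stimulus; 0% = peptide alone without receptor and 100% = receptor with peptide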
Target sequence (P03372 whole entry, looked up, the tested form may be a part): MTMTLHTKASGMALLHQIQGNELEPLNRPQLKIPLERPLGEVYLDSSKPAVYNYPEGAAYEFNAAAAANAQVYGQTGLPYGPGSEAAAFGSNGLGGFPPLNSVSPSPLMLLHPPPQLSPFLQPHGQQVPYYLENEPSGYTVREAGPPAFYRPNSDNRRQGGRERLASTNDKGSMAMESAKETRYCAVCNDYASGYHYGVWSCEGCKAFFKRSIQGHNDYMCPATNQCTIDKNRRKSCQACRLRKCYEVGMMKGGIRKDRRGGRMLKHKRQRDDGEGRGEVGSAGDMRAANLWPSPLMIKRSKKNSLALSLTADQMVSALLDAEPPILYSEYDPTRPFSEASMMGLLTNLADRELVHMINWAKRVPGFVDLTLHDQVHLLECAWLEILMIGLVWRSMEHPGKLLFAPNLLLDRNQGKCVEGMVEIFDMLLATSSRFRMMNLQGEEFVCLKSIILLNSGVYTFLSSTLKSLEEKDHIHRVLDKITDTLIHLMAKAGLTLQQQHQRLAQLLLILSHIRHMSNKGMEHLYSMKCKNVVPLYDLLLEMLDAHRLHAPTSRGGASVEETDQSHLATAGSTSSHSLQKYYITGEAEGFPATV
Mac1 fbg inh = inhibitors of CD11b/CD18 adhesion to fibrinogen, primary screen, K562 cells, luminescence. Integrin beta-2 (Homo sapiens) + Integrin alpha-M (Homo sapiens), P05107+P11215. ATPlite luminescence; Mn2+ added to activate the integrin. inhibition, % at 10 µM. actives 0.54% (n = 93,000). AID 1497, 2009;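 active means primary inhibition of 50% or more at 10 µM, then 40% or more on retest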; further: some results filed as inactive read as strong as hits
MT1-MMP txn act = MT1-MMP promoter reporter activation – cell-based, luciferase luminescence, primary screen; AID 750, 2007; actives 0.16% (n = 86,000); HT1080 MT1-MMP promoter luciferase reporter, overnight; stronger effect = higher value; activation factor at 10 µM;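 active means activation factor of at least 2 for MT1-MMP transcription at 10 µM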
Smad3 inh = Smad3/FoxH1 peptide binding inhibitors, primary screen, biochemical, TR-FRET | Mothers against decapentaplegic homolog 3 (Homo sapiens), P84022 | TR-FRET Smad3/Dy647-FoxH1 peptide binding, europium anti-His | inhibition, % at 25 µM | actives 0.29% (n = 88,000) | AID 630, 2007;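 active means compounds that reduce the energy-transfer binding signal between the protein and its labelled peptide by more than half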;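 further: 0% = Smad3 plus labelled peptide maximal FRET and 100% = peptide-only background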
Target sequence (P84022 whole entry, looked up): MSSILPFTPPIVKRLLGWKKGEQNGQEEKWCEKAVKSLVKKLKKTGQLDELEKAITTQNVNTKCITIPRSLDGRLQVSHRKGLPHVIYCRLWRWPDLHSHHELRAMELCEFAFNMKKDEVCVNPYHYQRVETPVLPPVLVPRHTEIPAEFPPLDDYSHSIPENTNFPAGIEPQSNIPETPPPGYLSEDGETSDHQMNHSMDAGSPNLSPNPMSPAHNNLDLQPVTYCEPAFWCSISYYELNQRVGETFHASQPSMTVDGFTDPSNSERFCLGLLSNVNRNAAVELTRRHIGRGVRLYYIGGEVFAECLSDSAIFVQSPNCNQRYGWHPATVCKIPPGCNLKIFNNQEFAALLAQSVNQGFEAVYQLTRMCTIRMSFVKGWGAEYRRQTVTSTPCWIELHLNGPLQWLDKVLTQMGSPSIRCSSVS
ERb SRC1 inh = inhibitors of ERβ-SRC1 coactivator interaction, primary screen, biochemical, TR-FRET, ERβ LBD, SRC-1 peptide; Estrogen receptor beta (Homo sapiens), Q92731; inhibition, % at 25.6 µM; TR-FRET ER-beta LBD / SRC1-Cy5 peptide binding; receptor agonist-loaded with 1 µM estradiol; actives 1.3% (n = 86,000);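 active means compounds whose percent inhibition of the receptor-coactivator binding signal exceeds about 50% in the single-dose screen, limit read from the data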;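 further: 0% = receptor plus peptide wells without compound and 100% = peptide-only wells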
CD11b adhes enh = enhancers of CD11b/CD18 adhesion to fibrinogen, primary screen, K562 cells, luminescence; ATPlite luminescence; actives 0.07% (n = 93,000); activation, % at 10 µM; Integrin beta-2 (Homo sapiens) + Integrin alpha-M (Homo sapiens), P05107+P11215; AID 1499, 2009;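 active means 10 µM primary screen giving 50% or more activity, confirmed by 40% or more on retest at that dose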; further: strong numbers were not always called active; reference of the scale not given here
Candida biofilm = clotrimazole potentiators killing Candida biofilms, primary screen, with clotrimazole, Alamar Blue | C. albicans biofilm + clotrimazole | actives 0.14% (n = 85,000) | inhibition, % at 6 µM;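 active means inhibition above 20%; inactive means inhibition below 20%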;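 further: preformed 24 hr biofilms exposed to compound for 48 hr; 0% = biofilm without compound and 100% = blank killed by clotrimazole plus chlorhexidine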
sEH act = soluble epoxide hydrolase activators, primary screen, biochemical, human sEH; Bifunctional epoxide hydrolase 2 (Homo sapiens), P34913; purified human sEH enzymatic activity, activator screen; activation, % at 2 µM; actives 0.04% (n = 91,000); AID 717, 2007; in the data active means activation above about 37%; further: values of inactives mirror those of a sister screen read the other way
Active calls of the source: *; · = not tested or not shown; [ ] = dose if it differs, or a comment.

Value order: Smad3 inh	ERa coact pot	sEH act	CD11b adhes enh	Candida biofilm	MT1-MMP txn act	ERb SRC1 inh	sEH inhibitor	Mac1 fbg inh
CCCCc1cc2c(c(NC(C)=O)n1)c(=O)oc1ccccc12
 : -5	270*[fluorescence artefact?]	5	-1	4	0.9	16	-6	4
O=C(Nc1ccc2nc3n(c(=O)c2c1)CCCCC3)c1ccccc1Cl
 : 3	106	7	-2	6	·	0	-8	-20
O=C(Cn1cnc2c(oc3ccccc32)c1=O)NCCc1ccccc1
 : -6	116	-16	·	6	1.1	-2[fluorescence artefact?]	16	·
O=C(NCc1cccs1)C1CC(c2ccccc2O)=NO1 (stereo unspecified)
 : 8	118	-1	-5	4	1.3	-10	5	-8
CCOC(=O)/C(C#N)=C\c1ccco1
 : ·	·	7	2	·	·	·	-4	1
COc1cc(S(=O)(=O)NC2CCCC2)ccc1F
 : 15	118	16	-2	4	1.2	3	-18	-8
CCN(CC)S(=O)(=O)N1CCC(C(=O)NCc2ccc(C)cc2)CC1
 : -6	98	-63	0	0	1.1	-18	63	13
Cc1csc(NC(=O)CSc2nnc(-c3ccncc3)o2)n1
 : -1	109	-2	3	-3	·	-6	2	-9
C=CCN1C(=O)c2oc3ccccc3c(=O)c2C1c1ccc(O)c(OC)c1 (stereo unspecified)
 : 3	115[fluorescence artefact?]	6	3	13	1	-3	-2	12
CCCC(=O)NC(=S)Nc1cccc(C(C)=O)c1
 : ·	·	12	-5	·	·	·	-10	2
O=C(O)c1ccccc1OCCOc1ccccc1C(=O)O
 : 4	134	-4	3	7	1	-6	4	-25
CO/N=C/NC(=O)c1c(OC)ccnc1Oc1ccc(Cl)cc1
 : ·	·	8	-4	·	·	·	-9	2
COc1cc(C)c(S(=O)(=O)N2CCOCC2)cc1C
 : 4	106	-6	·	6	1.3	-24	11	·
Cc1ccc2occ(/C=N/O)c(=O)c2c1
 : ·	·	-15	-2	·	·	·	15	-10
O=C(O)C12CC3CC(C1)CC(n1cnc(Cl)n1)(C3)C2
 : -2	100	12	·	5	1.2	-18	-11	·
O=C(CSc1nc(-c2ccco2)cc(C(F)(F)F)n1)Nc1ccc2c(c1)CCC2
 : 1	104	-21	-2	8	1	-19[fluorescence artefact?]	21	·
COc1ccc(Nc2nc3c(c(=O)n(C)c(=O)n3C)n2CCO)cc1
 : 14	96[fluorescence artefact?]	·	1	7	1.3	-5	·	-18
O=c1c2cnn(-c3ccccc3)c2ncn1Cc1ccccc1F
 : ·	·	12	-4	·	1.1	·	-13	0
COc1cc(NS(=O)(=O)c2ccc(C)cc2)c2ncccc2c1
 : 7	100[fluorescence artefact?]	·	·	0	0.8	2	·	·
COCCNC(=O)c1ccc2c(c1)nc(C)n2-c1cc(OC)c(OC)c(OC)c1
 : -8[fluorescence artefact?]	105	18	·	9	0.9	17[fluorescence artefact?]	-18	·

Value order: Smad3 inh	ERa coact pot	sEH act	CD11b adhes enh	Candida biofilm	MT1-MMP txn act	ERb SRC1 inh	sEH inhibitor	Mac1 fbg inh
Cc1cccc(NC(=O)C2CCCN(S(=O)(=O)c3cccc4nsnc34)C2)c1 (stereo unspecified)
 : -6	230*[fluorescence artefact?]	-42	-1	0	1.1	51*[fluorescence artefact?]	42	16
Cc1cccc(NC(=O)CN2C(=O)COc3ccc(Cl)cc32)c1
 : -2	95	·	1	8	1.1	-3	·	-16
Cc1ccccc1CN1CCNC(=O)C1CC(=O)O (stereo unspecified)
 : 5	114	·	-2	28*	1.1	-13	·	5
CCCCN(CCCC)C(=O)c1nsnc1-c1ccccc1O
 : 13	97	-4	-3	2	1.3	-29	6	2
O=C1CC(NCc2ccc3c(c2)OCO3)C(=O)N1CCc1ccccc1 (stereo unspecified)
 : -10	128	·	9	-1	1	-4[fluorescence artefact?]	·	-34
CCOC(=O)c1sc(C)c(C(=O)NC2CCCCC2)c1N
 : -2	111	0	-3	8	1.3	-12	3	10
O=C(c1ccco1)N(CCCN1CCOCC1)c1nc(-c2ccc(F)cc2)cs1
 : 2	93	-4	-1	4	1.2	4	5	11
COc1ccc(OC)c(NC(=O)C2CCCNC2=O)c1 (stereo unspecified)
 : -7	100	0	-4	2	1.1	-3	0	-2
N#Cc1cc(Oc2cccc3cccnc23)c(-n2nnc3ccccc32)cc1C#N
 : 20	163	·	-7	1	0.8	6	·	9
O=C(CSc1ncnc2sc3c(c12)CCCCC3)NCc1ccco1
 : 0	95	-17	-8	5	1.3	6	16	22
CN(C(=O)c1ccc(C(=O)N(C)C2CCCCC2)cc1)C1CCCCC1
 : 10	126	2	·	5	1.1	-4	0	·
CN1/C(=C\C(=O)COC(=O)C2COc3ccccc3O2)C(C)(C)c2ccccc21 (stereo unspecified)
 : 5	181	12	3	0	1	1	-11	-16
CC(=O)Nc1ccc(S(=O)(=O)Nc2nccc(C3Cc4ccccc4C(=O)O3)n2)cc1 (stereo unspecified)
 : -16	102	11	-6	-1	0.8	-3	-8	-1
Cc1noc(C)c1S(=O)(=O)N1CCCC(C(=O)Nc2nccs2)C1 (stereo unspecified)
 : 7	91[fluorescence artefact?]	2	0	-2	1.1	3	-3	-3
Cc1csc(NC(=O)C2CCCN(S(=O)(=O)c3cccnc3)C2)n1 (stereo unspecified)
 : -7	109	-3	0	8	1	-11[fluorescence artefact?]	2	2
Nn1c(SC/C=C/c2ccccc2)nnc1-c1cccnc1
 : 10[fluorescence artefact?]	157	8	3	8	1.2	1	-9	-15
Cc1cccc(-n2ncc(C#N)c2N)c1
 : -3	100	-5	-5	5	1	-3	7	-15
O=C1CSC(c2ccccc2)N1CC12CC3CC(CC(O)(C3)C1)C2 (stereo unspecified)
 : 3	97	·	·	7	1.1	-27	·	·
O=C(NNC1=C(C(=O)C(F)(F)F)CCC1)c1ccc(Br)cc1
 : 6	95[fluorescence artefact?]	0	-10	10	1.1	-8	2	97*
O=C(COc1ccccc1CNCc1ccccc1)Nc1ccccc1
 : -8	123	7	-1	5	1.7	-2	-6	-5

Individual results from above:
O=C(CSc1ncnc2sc3c(c12)CCCCC3)NCc1ccco1 in MT1-MMP txn act reads 1.3
Cc1csc(NC(=O)C2CCCN(S(=O)(=O)c3cccnc3)C2)n1 (stereo unspecified) in Smad3 inh reads -7

Remaining list, next part.
Value order: Smad3 inh	ERa coact pot	sEH act	CD11b adhes enh	Candida biofilm	MT1-MMP txn act	ERb SRC1 inh	sEH inhibitor	Mac1 fbg inh
O=[N+]([O-])c1ccc(OC/C=C2\Oc3ccc([N+](=O)[O-])cc3C2N2CCOCC2)cc1 (stereo unspecified)
 : ·	·	9	-2	·	·	·	-6	6
COc1nc(NCC(C)C)nc(Oc2ccc(OCc3ccccc3)nn2)n1
 : 2	108	2	2	4	1.2	-7	-3	-13
CC1=C(C(=O)NCc2ccc3c(c2)OCO3)C2(CCC(C)CC2)OC1=O (stereo unspecified)
 : -10	93[fluorescence artefact?]	·	2	14	1.1	42	·	-10
COc1cc(C(=O)NNC(=O)NC2CCCCC2)cc(OC)c1OC
 : ·	·	8	-7	·	·	·	-6	-9
C#CCOC(=O)c1ccccc1C(=O)N(CC)CC
 : -3	128	3	-4	2	1	-2	-3	8
CCc1ccccc1S(=O)(=O)Cc1ccc(C(=O)NCC2CCCO2)o1 (stereo unspecified)
 : -5	97	2	0	9	1.1	4[fluorescence artefact?]	0	2
COC(=O)/C(=C\C(=O)c1ccccc1)Nc1cccc(C(F)(F)F)c1
 : ·	·	-3	-2	·	·	·	4	-2
CC(C)(C)NC(=O)c1ccc2c(c1)N(CC(=O)N1CCN(c3ccc(F)cc3)CC1)C(=O)C(C)(C)O2
 : -3	118	-5	4	2	1	4[fluorescence artefact?]	5	-1
COc1ccc(C2C3=C(CC(C)(C)CC3=O)N(CCN3CCOCC3)C3=C2C(=O)CC(C)(C)C3)cc1
 : 4	105	·	·	10	1.1	-11	·	·
CSCCC1NC2(C(=O)Nc3c(Cl)cccc32)[C@@H]2C(=O)N(C3CCCC3)C(=O)[C@H]12 (stereo partly specified)
 : 2	81	8	-2	3	1	35	-7	-10
O=S(=O)(c1ccc(OCC(O)CN2CCN(c3ccccc3)CC2)cc1)N1CCOCC1 (stereo unspecified)
 : 0	115[fluorescence artefact?]	10	11	2	1.2	-4	-7	-48
CC(C)c1ccc(N(C(=O)c2csnn2)C(C(=O)NC(C)(C)C)c2ccncc2)cc1 (stereo unspecified)
 : ·	·	13	0	·	·	·	-9	12
CCOC(=O)Cc1csc(NC(NC(=O)OCC)(C(F)(F)F)C(F)(F)F)n1
 : ·	·	7	0	·	·	·	-9	-29
N#Cc1c2n(c3c(=O)n(Cc4ccc(Cl)cc4)cnc13)CCCCC2
 : -13	92[fluorescence artefact?]	·	0	-3	1.2	10[fluorescence artefact?]	·	2
COC(=O)c1[nH]c2ccc(C)cc2c1NS(=O)(=O)c1ccc(F)cc1
 : 5	93	-23	2	7	1.2	-13	22	20
Cc1cc2ccccc2n2c(SCC(=O)N3CCN(C(=O)c4ccco4)CC3)nnc12
 : 4	97	·	-6	7	1.1	3	·	-6
O=c1c2ccccc2nnn1CSc1nnc(COc2ccc(Cl)cc2)n1Cc1ccco1
 : -9	97	-4	·	5	1.1	0	4	·
CC(C)N1CCC2(CC1)N=C(c1ccc3c(c1)OCO3)CC(c1cc(Cl)ccc1O)N2 (stereo unspecified)
 : 0	104	1	1	2	1.2	11	-1	-47
CCOC(=O)Cc1csc(NC(=O)C2CCCCC2C(=O)O)n1 (stereo unspecified)
 : -2	104	-7	-1	4	·	2	7	-8
CC1CCCC(NC(=O)COC(=O)c2c[nH]c(=O)[nH]c2=O)C1C (stereo unspecified)
 : ·	·	0	-1	·	·	·	-1	-8

Complete entries from above. Order of screens: Smad3 inh	ERa coact pot	sEH act	CD11b adhes enh	Candida biofilm	MT1-MMP txn act	ERb SRC1 inh	sEH inhibitor	Mac1 fbg inh
`CCOC(=O)Cc1csc(NC(=O)C2CCCCC2C(=O)O)n1` (stereo unspecified) in the list: -2	104	-7	-1	4	·	2	7	-8
`CCOC(=O)Cc1csc(NC(NC(=O)OCC)(C(F)(F)F)C(F)(F)F)n1` in the list: ·	·	7	0	·	·	·	-9	-29

Following part
Value order: Smad3 inh	ERa coact pot	sEH act	CD11b adhes enh	Candida biofilm	MT1-MMP txn act	ERb SRC1 inh	sEH inhibitor	Mac1 fbg inh
C=C(Br)Cn1c(CC)nc2ccccc21
 : -1	112[fluorescence artefact?]	17	0	6	1.1	-9	-16	-4
COc1ccc(NC(=O)CSc2nnc(Cc3cccn3C)n2-c2ccc(F)cc2)cc1OC
 : 7	107	6	-8	8	1.1	-3	-6	3
COc1ccc(CNc2ccc(C)cc2)cc1Br
 : -4	94	4	·	2	1.3	-7	-8	·
COC(=O)CSc1nc2nc(C)c(Br)cc2[nH]1
 : -9	109[fluorescence artefact?]	20	0	0	1	-14[fluorescence artefact?]	-21	-10
CCOC(=O)c1c(C)c(C(=O)Nc2ccc(N(C)C)cc2)c(C)n1CC
 : -10	99[fluorescence artefact?]	·	-3	4	1.1	21	·	12
O=C(NCCc1ccccc1)c1ncn[nH]1
 : -18	113[fluorescence artefact?]	-4	2	-6	1.2	3	5	-28
COc1ccc(S(=O)(=O)N(CC(=O)NCC2CCCO2)c2ccc(F)cc2)cc1OC (stereo unspecified)
 : 2	109	-6	-1	7	1	0[fluorescence artefact?]	7	-10
O=C(NCCc1ccccc1)C(=O)NN=C1CCCC1
 : ·	·	-1	21	·	·	·	3	-12

Only part of the results is shown (hit frequency here may not be typical).
